14-3-3 Bad inh: disrupts binding of bovine 14-3-3 zeta to phospho-Bad peptide. inhibition, % at 21.7 µM. P63103. TR-FRET 14-3-3zeta/Dy647-pBad peptide displacement, 1 h. 220,000 tested, 0.71% active;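 active = inhibition above about 70%, limit read from the data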;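 note: 0% = full 14-3-3 plus peptide FRET controls and 100% = background without 14-3-3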
Target sequence (P63103 whole entry, looked up): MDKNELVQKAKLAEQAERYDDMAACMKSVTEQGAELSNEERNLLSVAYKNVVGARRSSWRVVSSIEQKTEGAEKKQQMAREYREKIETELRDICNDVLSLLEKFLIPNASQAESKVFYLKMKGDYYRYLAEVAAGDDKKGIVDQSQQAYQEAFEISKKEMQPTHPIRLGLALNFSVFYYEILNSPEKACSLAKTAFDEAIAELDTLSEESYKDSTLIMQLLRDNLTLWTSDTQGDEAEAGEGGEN
Furin inhibitor: human furin inhibition; purified furin, fluorogenic substrate cleavage; 220,000 tested, 0.061% active; inhibition, % at 30 µM; AID 463115; in the data active = inhibition above about 25%; note: inactives centre near -15
EBV gp42 block: EBV gp42 inhibition. AID 1085. Q1HVG2. 220,000 tested, 0.42% active. Fluorescence polarization binding assay, mP read-out. inhibition, % (tested at 21.74 µM); in the data active = inhibition above about 50%
Target sequence (Q1HVG2 whole entry, looked up): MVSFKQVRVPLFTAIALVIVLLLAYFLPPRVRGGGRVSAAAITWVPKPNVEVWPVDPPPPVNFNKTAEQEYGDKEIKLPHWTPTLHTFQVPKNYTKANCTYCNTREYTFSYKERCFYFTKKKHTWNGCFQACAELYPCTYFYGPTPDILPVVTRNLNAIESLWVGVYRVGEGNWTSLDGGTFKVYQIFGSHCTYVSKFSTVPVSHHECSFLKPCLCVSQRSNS
Rad51 HR inh: Rad51 (human) homologous recombination inhibition. 200,000 tested, 0.085% active. inhibition, % at 10 µM. Q06609. hRad51 DNA strand exchange, fluorescence dequenching;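 active = inhibition above 40% at the single screening dose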;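 note: 0% = DMSO control wells and 100% = blanks with heterologous ssDNA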
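Read-out basis: percent inhibition relative to plate controls and blanks / Assay system: human Rad51 nucleoprotein filaments preassembled on unlabelled ssDNA / Timing: filaments 15 min 37 °C, then compound 30 min / Control set: per-plate controls and blanks / Technique: fluorescence dequenching at 485/520 nm / Compound: 10 µM final, single point / Also added: Fluorescein- and BHQ1-tagged 47-mer duplex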
p47phox inh: blocks human p47phox regulatory protein of NADPH oxidases; P14598; p47phox/p22phox peptide binding, fluorescence polarization, 2 h; inhibition, % at 24.7 µM; 220,000 tested, 0.53% active;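 note: 0% = p47phox with labelled peptide and 100% = labelled peptide alone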
Target sequence (P14598 whole entry, looked up): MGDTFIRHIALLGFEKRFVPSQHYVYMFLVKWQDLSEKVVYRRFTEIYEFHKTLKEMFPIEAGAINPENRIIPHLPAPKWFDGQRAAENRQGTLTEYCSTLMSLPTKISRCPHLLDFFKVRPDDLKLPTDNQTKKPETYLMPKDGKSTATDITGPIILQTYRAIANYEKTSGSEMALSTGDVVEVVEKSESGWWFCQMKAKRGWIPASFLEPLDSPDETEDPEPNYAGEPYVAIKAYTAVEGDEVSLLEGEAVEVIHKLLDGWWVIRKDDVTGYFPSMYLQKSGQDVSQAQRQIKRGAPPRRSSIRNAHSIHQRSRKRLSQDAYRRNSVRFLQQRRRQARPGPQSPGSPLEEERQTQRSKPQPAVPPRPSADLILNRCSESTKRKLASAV
thrombin 1536: inhibitors of human thrombin. P00734. alpha-thrombin, Boc-VPR-AMC fluorogenic substrate cleavage. inhibition, % at 5 µM. 220,000 tested, 0.26% active. AID 1046;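 active = inhibition at or above 40%; inactive = inhibition below 40%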;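 note: 0% = enzyme with no compound and 100% = wells without enzyme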
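System: Human alpha-thrombin protein | Medium: pH 7.5 Tris (50 mM) with NaCl 150 mM, Tween 20 0.05% | Times: Enzyme reaction carried out at room temperature | Detection: AMC fluorescence, 355/460 nm | Evaluation: Percent inhibition scaled between no-compound controls and no-enzyme blanks | Benchmarks: Enzyme without compound as high, wells lacking enzyme as low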
KLK5 inh: kallikrein 5 (human) inhibition; AID 873; 210,000 tested, 0.59% active; Q9Y337; recombinant hK5, fluorogenic AMC substrate cleavage; inhibition, % at 5 µM;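 active = inhibition of 40% or more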;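 note: 0% = enzyme controls without compound and 100% = no-enzyme blanks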
Cl transport mod: modulates chloride dependent transport by human KCC2; AID 1456; Q9H2X9; KCC2 cells, thallium flux FluoZin-2 fluorescence; 190,000 tested, 2.2% active; B-score of Tl+ flux slope (higher = more flux/activation; lower = inhibition) at 10 µM;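 active = thallium flux slope and its plate-corrected score both differing from the plate sample mean at a set confidence after two filtering rounds, in either direction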;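 note: slope of fluorescence scaled to starting intensity during 10 to 20 s after thallium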
eIF4E-4G inh: eIF4E/eIF4G interaction inhibition in translation initiation; P63073+Q04637; TR-FRET eIF4E-eIF4GI(517-606) binding, 2 h; 220,000 tested, 0.37% active; inhibition, % at 21.7 µM;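 note: 0% = full FRET control wells and 100% = background wells lacking eIF4GI fragment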
Active calls of the source: *; i = inactive; . = no result given; [ ] = dose if it differs, or a comment.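 Rule for the calls, unless noted: active = inhibition above about 30% (limit read from the data); inactive = the rest.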

SMILES | 14-3-3 Bad inh | Furin inhibitor | EBV gp42 block | Rad51 HR inh | p47phox inh | thrombin 1536 | KLK5 inh | Cl transport mod | eIF4E-4G inh
CC(C)Cn1c(-c2ccco2)n[nH]c1=S | 3 | -16[20 µM] | -19 | 4 | -5 | -5 | -5 | 0.54 | 6
CCCCN(C)C(=O)c1coc(=O)c2ccccc12 | . | -26 | 2 | 5 | 7 | -7 | -2 | 0.53 | .
C=CCn1c(SCCCCCC)nc(O)cc1=O | 5 | -24[20 µM] | -2 | 2 | -29 | -3 | 13 | -0.71 | -4
COc1ccc(-c2nsc(SCC(=O)Nc3ccc4c(c3)OCO4)n2)cc1 | -1 | -4 | 1 | 4 | -10 | -4 | -14 | 1.4 | 5
Cc1ccccc1NC(=O)Nc1cccs1 | -10 | -21 | -18 | 4 | -6 | 2 | -21 | -0.93 | -9
Cc1csc(Sc2ccc([N+](=O)[O-])cc2C(=O)OCC(=O)NC2CCCC(C)C2C)n1 (stereo not drawn) | 0[fluorescence artefact?] | -3[20 µM] | -55 | 5 | -9 | 1 | -15 | -1.5 | -14[fluorescence artefact?]
CCn1c(SCC(=O)Nc2cc(C)on2)nnc1-c1c[nH]c2ccccc12 | 6 | -10 | -15 | 3 | 4 | 0 | 11 | 0.064 | 2
CC1(C)CC(=O)C=C(NCC(=O)O)C1 | 13 | -8 | -10 | 4 | -3 | 1 | 5 | -0.26 | 4
CC1=C(C)[N+](=O)C2(O)CCCCC2(C)N1[O-] (stereo not drawn) | 1 | 1[20 µM] | -15 | 2 | 7 | -2 | -18 | 0.25 | 1
Cc1ccccc1OCCC(=O)Nc1cccc(S(=O)(=O)Nc2ccccc2Cl)c1 | 7 | -8 | -1 | . | -13 | 0 | -1 | -0.79 | -4
COC(=O)Cn1cc(/C=C/[N+](=O)[O-])c2ccccc21 | -7 | -16 | -19 | -6 | -10 | 1 | 5 | 0.07 | 3
CN(C)c1nc(SCc2ccccc2)nc(N2CCOCC2)n1 | 2 | -6[20 µM] | -85 | 8 | -8 | -4 | -28 | . | -2
Cc1[nH]n(C(N)=S)c(=O)c1N=Nc1ccc2ccccc2c1 | -28 | -3 | -12 | 10 | -12 | 4 | 1 | 32* | -3
NC(=O)CCc1c[nH]c2ccccc12 | 8 | -23 | 15 | . | 11 | 3 | -31 | -0.32 | -8
Cc1ncc(/C=C2\C(=O)Nc3ccccc32)[nH]1 | -5 | -2 | -4 | 15 | -2 | 5 | 1 | 0.057 | 10
Nc1[nH]ncc1N=Nc1ccc(Cl)cc1 | 0 | 1[20 µM] | -14 | 1 | -4 | -3 | -29 | -0.36 | 10[fluorescence artefact?]
COc1ccc(NC(=O)CSc2nc3ccccc3c(=O)n2CCNC(C)=O)cc1 | -5 | -29 | -13 | 7 | -5 | 1 | 31 | -1.7 | 2
O=C(CCN1CCOCC1)Nc1ccccc1 | 3 | -24[20 µM] | 5 | -10 | -17 | 1 | -4 | 1.3 | -2
NS(=O)(=O)c1ccc(NC(=O)COC(=O)c2ccc([N+](=O)[O-])s2)cc1 | 9 | -2 | -14 | 1 | 7 | 0 | -4 | 0.89 | 1
Cc1ccc(-n2nnnc2SCC(=O)N2CCCCC2)cc1 | -5[fluorescence artefact?] | -12[20 µM] | -2 | -3 | -2 | -11 | -19 | 0.64 | -4
O=c1oc2cc(O)ccc2cc1-c1ccc(F)cc1 | -8[fluorescence artefact?] | -11[20 µM] | -12 | -24 | -40 | -45 | i | -1.8 | 9
Cc1ccc(C2CC(=O)NC(SCC(=O)OCc3ccccc3)=C2C#N)o1 (stereo not drawn) | -6 | -5[20 µM] | 9 | 6 | -4 | 3 | -16 | . | 2
CCC(C)NC(=O)Cc1c(OC)ccc2cc(Br)ccc12 (stereo not drawn) | -3 | -25 | -5 | -4 | -7 | -10 | 0 | -0.68 | 6
O=C(Oc1ccc2c3c(c(=O)oc2c1)CCCC3)c1cccs1 | -25 | 11 | 2 | 6 | -1 | 0 | -25 | 0.13 | 6[fluorescence artefact?]
COc1ccccc1-c1ccc(NC2CCCC2)nn1 | -9[fluorescence artefact?] | -18[20 µM] | 5 | -6 | 2 | -3 | -11 | -1.4 | 8
Cn1c(SCC(=O)N2CCCC2=O)nnc1-c1ccccc1F | -4 | -24 | -9 | 5 | 1 | -18 | -7 | -0.012 | -1
COc1ccc(C(=O)Oc2ccc(C(=S)N3CCCC3)cc2)cc1OC | -6[fluorescence artefact?] | -2 | -12 | 3 | -27 | -7 | -15 | 0.64 | -2[fluorescence artefact?]
Cn1cnnc1Sc1ccc(/C=C(\CCC(=O)O)c2nc3ccccc3s2)cc1[N+](=O)[O-] | -7 | -2 | 5 | 2 | -2 | 19 | -3 | -6.8* | -5
O=C(Nc1ccc(N2CCOCC2)c(Cl)c1)c1c(F)c(F)c(F)c(F)c1F | 8 | -12[20 µM] | -10 | 8 | -6 | -6 | -4 | . | -2
CCOC(=O)c1cccc(NC(=S)NCc2ccc(C)cc2)c1 | -3 | -31 | -1 | . | -6 | 1 | . | 0.49 | 0
Cc1cc(C(=O)CSc2nnc(-c3cccnc3)n2-c2ccccc2)c(C)n1CC1CCCO1 (stereo not drawn) | -14 | -2[20 µM] | 0 | 1 | -15 | -2 | -13 | 0.32 | -3
C=CCOc1ccc(/C=N/Nc2ccccn2)cc1OC | -14 | -3 | 3 | -24 | -1 | 6 | -7 | -0.52 | -3
CSc1nnc(-c2cccn(Cc3cccc(Cl)c3)c2=O)o1 | 0 | -190 | 7 | . | 10 | -17 | -23 | -1.6 | 4
CCn1c(CC(=O)Nc2cccc(Cl)c2Cl)nnc1SCCOc1ccc(OC)cc1 | 49[fluorescence artefact?] | 3[20 µM] | -53 | -4 | 7 | -2 | -15 | -0.39 | 12[fluorescence artefact?]
Cc1ccccc1CC(=O)c1ccc(O)c(C)c1O | -1 | -19 | 9 | -36 | -1 | -2 | . | -1.9 | 1
O=C(NCCCn1ccnc1)/C(=C\c1cccnc1)NC(=O)c1ccccc1F | -6 | -5 | -2 | -2 | -4 | 3 | -4 | 0.28 | 0
CC(C)n1c(NCc2ccc(N(C)C)cc2)nc2ccccc21 | -13 | -22[20 µM] | -17 | -1 | -5 | 3 | -2 | -0.17 | 2
Cc1nc(SC(C(=O)c2ccccc2)c2ccccc2)nc2ccccc12 (stereo not drawn) | -10 | -5 | -1 | 9 | -3 | 3 | -7 | 0.56 | 0
COC(=O)c1cc(NS(=O)(=O)c2ccc(OC)c(OC)c2)ccc1Cl | 3 | 9[20 µM] | -23 | 5 | 0 | -5 | -4 | 0.021 | 9
Cc1cc(/C=N/n2cnnc2)c(C)n1-c1ccc2c(c1)OCO2 | -6 | -13 | -3 | 3 | -9 | 4 | -8 | . | -5
CCOC(=O)C1=C(C)N=C2SC(C(=O)OC)=CC(=O)N2C1c1cc(OC)c(OC)c(OC)c1 (stereo not drawn) | 13 | -16 | 3 | -3 | 1 | -16 | -5 | 0.06 | -2
COc1ccc(CCN2C(=O)CC(N3CCN(S(=O)(=O)c4ccccc4)CC3)C2=O)cc1 (stereo not drawn) | -12 | -25[20 µM] | -2 | -5 | -12 | -6 | 24 | -1.4 | 5
Cc1ccc(-c2cc(C(F)F)n3ncc(C(=O)NCc4ccco4)c3n2)cc1 | 33 | -22 | -28 | -2 | -22 | -1 | 7 | . | 4
CC(C)CNC(=O)C1CC(=O)OC12CCCCC2 (stereo not drawn) | 8 | 0[20 µM] | -18 | 0 | -7 | -7 | -4 | . | 1
CCCCOP(=O)(OCCCC)C(O)c1ccc(F)cc1 (stereo not drawn) | -8 | -9 | -7 | . | -8 | -4 | 3 | -0.86 | -3
Cc1cc(C)c2nc(-c3ccco3)cc(C(=O)O)c2c1 | 10 | -28 | 2 | 8 | -10 | -6 | 1 | -0.36 | 11
Cc1ccc(NC(/C=C/N(C)C)=C/C(=O)C(F)(F)F)c(C)c1 | -4 | 7 | 15 | -5 | -11 | -2 | -5 | -1.4 | 3
Cc1noc(NC(=O)c2ccccc2C(F)(F)F)c1C#N | 61 | -19 | -2 | -16 | 1 | -1 | -3 | -0.0086 | 1
CCOc1ccc(C(c2c(C)[nH][nH]c2=O)c2c(C)[nH][nH]c2=O)cc1OCC | -4 | -4 | -3 | -7 | -4 | -3 | 2 | 0.054 | 1
O=C1N=C(N2CCOCC2)S/C1=C/c1ccc(-c2ccc(F)cc2)o1 | -1 | -5 | 9 | -4 | -7 | -4 | -1 | -0.36 | 9
Cc1cccc(NC(=O)c2ccc(N3CCOCC3)c([N+](=O)[O-])c2)n1 | -2 | -13 | 9 | -4 | -17 | -3 | -23 | -0.38 | -2
O=S(=O)(/C=C/c1ccccc1)N1CCN(c2ccc(F)cc2)CC1 | -10 | -25[20 µM] | 1 | -6 | -57 | 4 | 8 | -0.57 | 0
FC(F)(F)c1nc2cc3nc4ccccc4[nH]c3cc2n1 | -3 | -11 | -3 | -9 | 20 | -1 | 0 | 0.5 | -3

Four compounds from above, reduced to thrombin 1536, EBV gp42 block and 14-3-3 Bad inh.
| Structure | thrombin 1536 | EBV gp42 block | 14-3-3 Bad inh |
| --- | --- | --- | --- |
| CC(C)CNC(=O)C1CC(=O)OC12CCCCC2 (stereo not drawn) | -7 | -18 | 8 |
| CCOc1ccc(C(c2c(C)[nH][nH]c2=O)c2c(C)[nH][nH]c2=O)cc1OCC | -3 | -3 | -4 |
| Cc1ccc(-c2cc(C(F)F)n3ncc(C(=O)NCc4ccco4)c3n2)cc1 | -1 | -28 | 33 |
| FC(F)(F)c1nc2cc3nc4ccccc4[nH]c3cc2n1 | -1 | -3 | -3 |

Seven structures from above, sorted by formula weight, descending.
SMILES | 14-3-3 Bad inh | Furin inhibitor | EBV gp42 block | Rad51 HR inh | p47phox inh | thrombin 1536 | KLK5 inh | Cl transport mod | eIF4E-4G inh
CCOC(=O)C1=C(C)N=C2SC(C(=O)OC)=CC(=O)N2C1c1cc(OC)c(OC)c(OC)c1 (stereo not drawn) | 13 | -16 | 3 | -3 | 1 | -16 | -5 | 0.06 | -2
COc1ccc(CCN2C(=O)CC(N3CCN(S(=O)(=O)c4ccccc4)CC3)C2=O)cc1 (stereo not drawn) | -12 | -25[20 µM] | -2 | -5 | -12 | -6 | 24 | -1.4 | 5
CCOc1ccc(C(c2c(C)[nH][nH]c2=O)c2c(C)[nH][nH]c2=O)cc1OCC | -4 | -4 | -3 | -7 | -4 | -3 | 2 | 0.054 | 1
O=C1N=C(N2CCOCC2)S/C1=C/c1ccc(-c2ccc(F)cc2)o1 | -1 | -5 | 9 | -4 | -7 | -4 | -1 | -0.36 | 9
Cc1cccc(NC(=O)c2ccc(N3CCOCC3)c([N+](=O)[O-])c2)n1 | -2 | -13 | 9 | -4 | -17 | -3 | -23 | -0.38 | -2
CCCCOP(=O)(OCCCC)C(O)c1ccc(F)cc1 (stereo not drawn) | -8 | -9 | -7 | . | -8 | -4 | 3 | -0.86 | -3
Cc1ccc(NC(/C=C/N(C)C)=C/C(=O)C(F)(F)F)c(C)c1 | -4 | 7 | 15 | -5 | -11 | -2 | -5 | -1.4 | 3

Assay outcomes: PubChem BioAssay, several laboratories
